Screens (PubChem BioAssay)
ALDH1A1 inh – qHTS Assay for Inhibitors of Aldehyde Dehydrogenase 1 (ALDH1A1); Aldehyde dehydrogenase 1A1 (Homo sapiens), P00352; Purified ALDH1A1, NADH fluorescence, propionaldehyde substrate; Potency, µM (titrated, usually from 75.3 µM), without a hit: at the highest dose activity, negative = inhibition, hits mostly inhibitors; 220,000 compounds, 7.3% hits; active = well fitted inhibition curve with a large enough effect, not every such curve was filed as active; inconclusive = small, poorly fitted or top-dose-only effect, or another doubt; inactive = no such curve, though single readings can be large or run the other way;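 also: plate controls were no enzyme wells and a reference inhibitor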
Target sequence (P00352 whole entry, looked up): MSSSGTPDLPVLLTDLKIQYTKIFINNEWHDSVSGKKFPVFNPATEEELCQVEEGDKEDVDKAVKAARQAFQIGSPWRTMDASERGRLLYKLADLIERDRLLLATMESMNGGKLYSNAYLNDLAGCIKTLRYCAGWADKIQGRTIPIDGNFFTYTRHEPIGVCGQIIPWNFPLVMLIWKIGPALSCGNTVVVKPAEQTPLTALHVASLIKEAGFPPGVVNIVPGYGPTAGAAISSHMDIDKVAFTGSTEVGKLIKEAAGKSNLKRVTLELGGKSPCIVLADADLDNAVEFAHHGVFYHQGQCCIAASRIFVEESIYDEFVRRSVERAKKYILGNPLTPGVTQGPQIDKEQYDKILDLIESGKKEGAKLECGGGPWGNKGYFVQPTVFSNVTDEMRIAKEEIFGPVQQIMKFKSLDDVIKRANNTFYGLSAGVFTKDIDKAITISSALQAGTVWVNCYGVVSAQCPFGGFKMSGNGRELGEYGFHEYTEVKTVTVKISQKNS
JMJD2E inh – qHTS Assay for Inhibitors of Human Jumonji Domain Containing 2E (JMJD2E) | Potency, µM (doses to about 57.1 µM), without a hit: top-dose activity change, negative = inhibition, most hits filed as inhibitors | AID 2147, 2009 | 230,000 compounds, 1.6% hits | JMJD2E catalytic domain, FDH-coupled NADH fluorescence (FDH is formaldehyde dehydrogenase); active = well fitted inhibition curve with a large enough effect, not every such curve was filed as active; inconclusive = small, poorly fitted or top-dose-only effect, or another doubt; inactive = no such curve, though single readings can be large or run the other way;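 also: 0% = wells with enzyme and -100% = buffer wells without enzyme; nearly all actives have a fitted effect of over 50% in size; many of its hits are not listed in these tables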
Target sequence (B2RXH2 1-337 limits assumed): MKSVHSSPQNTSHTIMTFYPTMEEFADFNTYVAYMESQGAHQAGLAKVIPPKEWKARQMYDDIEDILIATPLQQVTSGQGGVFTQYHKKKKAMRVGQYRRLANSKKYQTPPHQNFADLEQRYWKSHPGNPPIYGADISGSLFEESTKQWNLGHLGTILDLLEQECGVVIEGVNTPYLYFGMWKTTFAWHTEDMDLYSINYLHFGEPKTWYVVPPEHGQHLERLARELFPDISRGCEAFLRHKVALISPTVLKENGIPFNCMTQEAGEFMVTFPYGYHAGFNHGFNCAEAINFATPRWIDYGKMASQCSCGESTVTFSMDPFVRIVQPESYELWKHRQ
HTT aggregate – qHTS Multiplex Assay to Identify Dual Action Probes in a Cell Model of Huntington: Aggregate Formation (GFP). PC12 HttQ103-GFP aggregates, Acumen cytometry, 40 h. Potency, µM (doses to about 46.1 µM), without a hit: at the top dose activity change, negative = inhibition, most hits filed as inhibitors. 220,000 compounds, 1.1% hits. AID 1688, 2009; also: % is scaled to controls: 0 for no effect and ±100 for the full control effect; nearly all actives have a fitted effect of over 60% in size
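Using laser scanning cytometry, GFP-positive aggregates were counted after lysis of PC12 cells induced with 100 nM tebufenozide to express HTT exon 1 Q103–GFP. Compounds were tested in titration.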
SMN2 splice up – qHTS Assay for Enhancers of SMN2 Splice Variant Expression; HEK293 SMN2-luciferase splicing reporter, luminescence, 30-36 h; Potency, µM (top dose mostly 46.1 µM), without a hit: top-dose activity change, positive = activation, actives largely listed as activators; 210,000 compounds, 2.8% hits; also: % of control where 0% means no effect; nearly all actives have a fitted effect of over 55% in size
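HEK293 cells carry an SMN2 […]–luciferase reporter in which exon 7 inclusion puts luciferase in frame. Cells were plated 10-12 h before compound addition, then incubated 30-36 h at 37C. ONE-Glo luminescence was read; sodium butyrate at 4.5 mM final served as control.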
Tau fibril FP – qHTS for Inhibitors of Tau Fibril Formation, Fluorescence Polarization; Potency, µM (doses to about 57.7 µM), for the others: at the top dose activity, negative = inhibition, hits mostly inhibitors; Microtubule-associated protein tau (Homo sapiens), P10636; K18 P301L tau heparin fibrillization, Alexa594 FP, 6 h; 280,000 compounds, 0.39% hits; also: % is scaled to controls: 0 for no effect and ±100 for the full control effect; nearly all actives have a fitted effect of over 55% in size
Target sequence (P10636 561-689 P618L limits assumed): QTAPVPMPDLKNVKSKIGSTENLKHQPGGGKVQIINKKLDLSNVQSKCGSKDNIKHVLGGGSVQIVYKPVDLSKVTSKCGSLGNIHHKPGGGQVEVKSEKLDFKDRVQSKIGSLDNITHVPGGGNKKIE
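Read-out: fluorescence polarization of Alexa 594-labeled tau (0.24 uM), 555 nm excitation, 632 nm emission. Mixtures held 15 uM unlabeled K18 P301L, compound and 20 uM heparin, pH 7 acetate buffer, incubated 6 hr at 37 C.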
HTT ATP protect – qHTS Multiplex Assay to Identify Dual Action Probes in a Cell Model of Huntington: Cytoprotection (ATP) | 230,000 compounds, 0.14% hits | Potency, µM (highest dose often 56.4 µM), without a hit: cytoprotection (ATP increase), actives largely listed as activators | PC12 HTT-Q103 induced, cytoprotection, ATP luminescence, 40 h | AID 1471, 2008;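 also: % of control where 0% means no effect; nearly all actives have a fitted effect of over 45% in size; toxic huntingtin expression switched on by the ecdysone agonist tebufenozide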
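Cells were plated at 1500 per well in phenol red-free DMEM with 5% equine and 5% calf serum. Tebufenozide (100 nM final) and compounds were added, then ATPlite reagent, and luminescence was read.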
Tau fluor cs – Counterscreen qHTS for Inhibitors of Tau Fibril Formation, Fluorescence Polarization; 280,000 compounds, 0.93% hits; Potency, µM (series often up to 57.7 µM), for the others: at the highest dose activity change, negative = decrease; tau K18 P301L Alexa594 fluorescence, heparin fibrillization; AID 1463, 2008; also: % is scaled to controls: 0 for no effect and ±100 for the full control effect; nearly all actives have a fitted effect of over 55% in size
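Human K18 P301L tau (15 uM unlabeled plus 0.24 uM Alexa 594-labeled, final) in 100 mM sodium acetate pH 7 was mixed with compound and 20 uM heparin and incubated 6 hr at 37 C.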
Tau fibril ThT – qHTS for Inhibitors of Tau Fibril Formation, Thioflavin T Binding; Microtubule-associated protein tau (Homo sapiens), P10636; AID 1460, 2008; 270,000 compounds, 2.1% hits; recombinant tau K18 P301L (four-repeat tau fragment), heparin-induced fibrillization, ThT fluorescence; Potency, µM (doses to about 57.4 µM), for inactives: at the top dose activity, negative = inhibition, most hits filed as inhibitors; also: % is scaled to controls: 0 for no effect and ±100 for the full control effect; nearly all actives have a fitted effect of over 55% in size
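Tau K18 P301L fragment (15 uM unlabeled plus 0.24 uM Alexa 594-labeled) in 100 mM sodium acetate pH 7 with compound, fibrillization induced by 20 uM heparin for 6 hr at 37 C. Thioflavin T (30 uM) added, fluorescence read after 1 hr (ex 450, em 510 nm).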
An asterisk follows results filed as active; ? = inconclusive; . = not tested or not shown; & = joins results of further samples; [ ] = remark or other dose. Unless noted, calls follow the shape of the dose curve; as a rule, active = well fitted curve in the direction sought with a large enough effect; inconclusive = small, poorly fitted or top-dose-only effect, or another doubt; inactive = no such curve, though single readings can be large; an effect the other way counts as inactive or inconclusive. Potency is read from the fitted curve at half-maximal effect. These rows are one share of the data, so the mix of outcomes need not match the whole.

| Compound | ALDH1A1 inh | JMJD2E inh | HTT aggregate | SMN2 splice up | Tau fibril FP | HTT ATP protect | Tau fluor cs | Tau fibril ThT |
| --- | --- | --- | --- | --- | --- | --- | --- | --- |
| CCCn1cc(CN2CCCC(C(=O)c3cccc(OC(C)C)c3)C2)c(C)n1 (stereo not given) | -12% | -18% | -8%[9.22 µM] | . | -7% | ? | -6% | 0% |
| Nc1nc(N)c(Cc2ccc(Cl)cc2Cl)c(N)n1 | 6% | -4% | -31% | -58%[inhibitor] | -3% | -6% | 2% | 8% |
| COc1ccc(C(C(=O)NC(C)C)N(C(=O)CCC(=O)Nc2nccs2)c2ccccc2F)cc1 (stereo not given) | 12% | -9% | 11%[9.22 µM] | . | -7% | 13%[10 µM] | -10% | -9% |
| CC(C)COC(=O)n1c(SCC(=O)N(C)C)nc2ccccc21 | -11% | 2% | 4% | 1% | -2% | -11%[0.074 µM] | 5% | 6% |
| Cc1cc(=O)oc2cc(OCC(=O)N3c4ccccc4CC3C)ccc12 (stereo not given) | ? | ? | 20% | -11% | -4% | -84%[inhibitor] | -14% | ? |
| C[C@@H](C(=O)Nc1ccc2ccccc2c1)[C@@H]1C[C@@]1(C)[C@@H](NC(=O)c1ccccc1)c1ccccc1 | 7%&1% | -5%&6% | 21% | 21%&-12% | -2%&-15% | 5% | -5%&-10% | 0%&3% |
| CCOc1cc(CNCCN(C)C)c(Cl)cc1OCC(=O)NCCc1ccccc1 | 1% | 5% | 6% | -1% | -3% | -13% | -6% | -9% |
| COc1ccccc1Nc1cc(N2CCOCC2)c2nonc2c1[N+](=O)[O-] | 3% | -23% | 0% | -1% | 0% | . | -5% | -11% |
| COc1ccc(C(=O)N2CC3(CC(c4cccc(NC(=O)CC(c5ccccc5)c5ccccc5)c4)=NO3)C[C@H]2C(N)=O)cc1 (stereo not given in full) | . | -13% | -8%[9.22 µM] | . | -2% | -18%[10 µM] | ? | ? |
| Cc1nn(C)c2c(=O)c(=O)c2n(C)[nH]1 | . | 1% | -3%[9.22 µM] | . | 1% | 13%[10 µM] | -14% | . |

Next section:
| Compound | ALDH1A1 inh | JMJD2E inh | HTT aggregate | SMN2 splice up | Tau fibril FP | HTT ATP protect | Tau fluor cs | Tau fibril ThT |
| --- | --- | --- | --- | --- | --- | --- | --- | --- |
| N#C/C(=C\c1cn(CC(=O)N2CCCCC2)c2ccccc12)C(=O)NCc1ccc2c(c1)OCO2 | -7% | -25% | 4% | -6% | 6% | 1%[10 µM] | -13% | -3% |
| O=C(Nc1cccc(S(=O)(=O)Nc2ccccc2Cl)c1)c1ccc(N2CCCC2)c([N+](=O)[O-])c1 | ? | -4% | -10% | -27% | ? | -3%[10 µM] | ? | ? |
| Cn1c(C(=O)Nc2ccc3c(c2)OCO3)cc2sccc21 | 1% | -1% | -2% | 13µM* | 3% | -73%[inhibitor] | ? | ? |
| COC(=O)CN(c1nc(C)c(Br)c(OC)n1)S(=O)(=O)c1ccc(C)cc1 | ? | 0% | 12% | 11% | 1% | -1% | -12% | -13% |
| COc1cc(NC(=O)C2CCN(S(=O)(=O)c3ccc(Cl)cc3)CC2)ccc1-n1cnnn1 | -5% | -6% | -4% | -14% | -7% | -9%[10 µM] | -12% | 8% |
| O=C(O)CCc1ccc(-c2ccccc2)n1-c1cccc(O)c1 | ? | ? | -1% | -3% | -5% | 13%[10 µM] | -9% | ? |
| COc1ccc(CNC(=O)c2ccc3c(c2)NC(=O)C(C)S3)cc1 (stereo not given) | 10µM* | -1% | 0%[9.22 µM] | . | ? | 16%[10 µM] | -23% | ? |
| CN(C)c1nc(N2CCN(c3ccccc3)CC2)c(C#N)c(=O)o1 | ? | 8% | 6% | 17% | 1% | -11%[10 µM] | -2% | 4% |
| CCCCCc1ccc(-c2nnc(N)s2)cc1 | 3% | ? | 22%[9.22 µM] | . | 9% | 3%[10 µM] | -7% | -10% |
| CC(C)(C)c1nnc(N/N=C/c2ccc(O)cc2)n(N)c1=O | -10% | -26% | 31% | 11% | 3% | 2%[10 µM] | -7% | -13% |

The list continues:
| Compound | ALDH1A1 inh | JMJD2E inh | HTT aggregate | SMN2 splice up | Tau fibril FP | HTT ATP protect | Tau fluor cs | Tau fibril ThT |
| --- | --- | --- | --- | --- | --- | --- | --- | --- |
| CCCCC1CCC(c2ccc(C(N)=O)cc2)CC1 (stereo not given) | -1% | 11% | 1% | -1% | -12% | 17%[10 µM] | -2% | -7% |
| O=C(NCC1CCCCC1)c1ccco1 | -6% | 3% | -9% | 11% | -4% | 8% | 4% | -1% |
| CNC(=S)c1cc(C(C)(C)C)c(O)c(C(C)(C)C)c1 | . | 4% | -11%[9.22 µM] | . | 1% | 2%[10 µM] | -20% | -3% |
| CCc1ccc(CN2C(=O)c3ccccc3C2C(=O)NCC2CCCO2)cc1 (stereo not given) | -12% | 2% | 10% | -12% | 6% | -13% | -2% | -1% |
| O=C(NCc1ccc2c(c1)OCO2)C1CCCN(S(=O)(=O)c2cccc3nonc23)C1 (stereo not given) | 1% | -3% | -6% | -5% | 2% | -1% | -8% | -5% |
| O=C(N/N=C/c1cccnc1)c1cc(-c2ccccc2OCc2ccccc2)n[nH]1 | 2% | -10% | -3%[9.22 µM] | . | ? | -13%[10 µM] | ? | 6% |
| Cc1ccc(C)n1CCN1CCN(S(=O)(=O)c2ccc(F)cc2F)CC1 | ? | -26% | 8%[9.22 µM] | . | -6% | -1%[10 µM] | -18% | ? |
| Cc1onc(-c2c(F)cccc2Cl)c1C(=O)N1CCc2ccccc2C1 | -5% | -4% | -4% | -12% | -5% | -2%[10 µM] | 14% | 14% |
| COc1ccc(-c2nc3ncccn3c2Nc2ccccc2)cc1 | ? | ? | 2% | 9% | 14% | -44%[inhibitor] | -20% | -11% |
| Cc1c(NC2=CC(=O)CC(C)(C)C2)c(=O)n(-c2ccccc2)n1C | 6% | -1% | 4% | 19% | ? | -15% | -12% | -8% |

(more compounds)
Each structure is followed by: ALDH1A1 inh | JMJD2E inh | HTT aggregate | SMN2 splice up | Tau fibril FP | HTT ATP protect | Tau fluor cs | Tau fibril ThT
CC1(C)CC(=O)c2cc(C(=O)NNc3ccccc3)c(=O)n(-c3ccccc3)c2C1
→ ? | 11% | 8% | -5% | 3% | -37%[inhibitor] | -1% | -1%
CCn1cc(S(=O)(=O)CC(=O)Nc2cc(C)ccc2C)c2ccccc21
→ -3% | -4% | -7% | 5% | -2% | -25% | -1% | -6%
COc1cccc(OCCCOc2ccccc2C(C)C)c1
→ 6% | 10% | 0% | -7% | -10% | 4% | -7% | -16%
O=C(NCCCN1CCOCC1)c1cc(Cl)ccc1[N+](=O)[O-]
→ 2% | 10% | -5% | -8% | 5% | 0%[10 µM] | 19% | 12%
COc1cc(OC)cc(C(=O)OCCNC(=O)Cn2cnc3c2c(=O)n(C)c(=O)n3C)c1
→ -3% | -1% | -5% | -4% | -4% | 22%[10 µM] | -2% | -1%
O=C(Nc1ccccc1N1CCCC1)c1cc2ccccc2o1
→ 28µM* | ? | ? | 22µM* | 11% | -2%[10 µM] | ? | ?
Cn1/c(=N/N=C/c2ccc([N+](=O)[O-])cc2)sc2ccccc21
→ 6% | 12% | -14% | 17% | 4% | -30% | -7% | ?
CCC(CO)Nc1nc(CN2CCCCC2)nc2scc(-c3ccccc3)c12 (stereo not given)
→ ? | -22% | 20% | -1% | 9% | -19%[1.9 µM] | -2% | -2%
CCN(C(=O)CN(C)Cc1c(F)cccc1Cl)c1c(N)n(Cc2ccccc2)c(=O)[nH]c1=O
→ 10% | -7% | -8% | 9% | 4% | -23%[10 µM] | -1% | -1%
Cc1ccc(Nc2ccc(C(F)(F)F)cc2[N+](=O)[O-])cc1
→ 15% | 0% | -11% | 1%[1.84 µM] | -15% | -13%[10 µM] | -16% | -18%
COC(=O)[C@H](CCSC)NC(=O)Nc1cccc(C)c1C
→ . | 3% | -13%[9.22 µM] | . | 3% | -1%[10 µM] | 7% | -2%
O=C(/C=C/c1ccc2c(c1)OCO2)c1ccccn1
→ . | ? | -36%[9.22 µM] | . | -9% | 8%[10 µM] | -29% | 14µM*
CC(=O)c1c(N2CCOCC2)[nH]c(-c2ccccc2)nc1=S
→ -6% | 4% | 1% | -1% | 6% | . | 0% | -2%
COc1ccc(C(=O)Nc2cc(-c3nc4ccccc4s3)ccc2OC)cc1
→ . | . | . | ? | ? | . | ? | 0%
Cc1ccccc1/C=N/N=C1/NC(=O)CCS1
→ -1% | -3% | -5%[9.22 µM] | . | 2% | 3%[10 µM] | -14% | -16%
Cc1cccc(-n2nnnc2SCC(=O)c2cc(C)n(CC3CCCO3)c2C)c1 (stereo not given)
→ 7.9µM* | 1% | 16% | -12% | -2% | -20% | -15% | ?
CCC(C)(NC(=O)c1cccc(N2C(=O)CSC2c2ccccc2)c1)C(=O)Nc1ccccc1C (stereo not given)
→ -4% | 10% | -2% | 3% | 1% | -28% | -6% | -3%
CCOC(=O)c1nc(NCc2ccccc2)c2ccccc2n1
→ 8% | -1% | -12% | -32%[inhibitor] | -7% | -21% | -19% | -13%

An excerpt from above, limited to Tau fibril FP:
| Compound | Tau fibril FP |
| --- | --- |
| COc1cc(OC)cc(C(=O)OCCNC(=O)Cn2cnc3c2c(=O)n(C)c(=O)n3C)c1 | -4% |
| O=C(Nc1ccccc1N1CCCC1)c1cc2ccccc2o1 | 11% |
